Source: PubChem BioAssay
AGP1 TOR yeast = modulators of TOR pathway AGP1-GFP in S. cerevisiae; S. cerevisiae AGP1-GFP multiplex flow cytometry, 3 h; GFP as percent of DMSO wells; GFP response vs DMSO, % at 10 µM; hit rate 0.02% among 320,000; AID 2066;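 active = GFP response relative to DMSO above a set limit, near screen average plus 3 SD, cut at about 150% in these data; inconclusive = fewer than 70 cells counted for the yeast strain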;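 note: median GFP channel fluorescence of the gated AGP1 strain per well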
AHR activator = human AHR activation; AID 2796; hit rate 2.5% among 320,000; AHR-responsive luciferase reporter cells, luminescence; activation, % at 5 µM; in the data active = activation above about 47%;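 note: 0% = vehicle wells and 100% = reference agonist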
MEP2 TOR yeast = yeast TOR pathway MEP2-GFP modulation; GFP response vs DMSO, % at 10 µM; AID 2016; hit rate 0.51% among 330,000; S. cerevisiae MEP2-GFP strain, flow cytometry GFP, 3 h; 100% = DMSO control level;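 active = GFP response versus DMSO above a set limit, roughly screen mean plus 3 SD, cut at about 180% in these data; inconclusive = fewer than 70 cells counted for a yeast strain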;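 note: median GFP fluorescence of the barcode-gated MEP2-GFP cells per well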
CIT2-GFP yeast = modulators of TOR pathway CIT2-GFP in S. cerevisiae; S. cerevisiae CIT2-GFP strain, flow cytometry, 3 h; 100 means same as DMSO wells; GFP response vs DMSO, % at 10 µM; hit rate 0.065% among 320,000; AID 2029;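 active = GFP response relative to DMSO above a set limit, near the screen mean plus 3 SD, cut at about 150% in these data; inconclusive = Fewer than 70 cells measured for a yeast strain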;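 note: ratio of well median GFP fluorescence to mean of DMSO wells on the plate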
proCasp7 act = counter-screen for procaspase-3 activators: activators of human procaspase-7; activation, % at 8.5 µM; hit rate 0.093% among 330,000; AID 463210; P55210; recombinant procaspase-7, Ac-DEVD-pNA absorbance 405 nm; D23A/D198A/D206A triple mutant, cannot self-cleave; scale: DMSO 0, 5 µM enzyme 100;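 active = percent activation above the screen-wide mean plus 3 SD, cut at about 25% in these data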
Target sequence (P55210 whole entry D23A/D198A/D206A): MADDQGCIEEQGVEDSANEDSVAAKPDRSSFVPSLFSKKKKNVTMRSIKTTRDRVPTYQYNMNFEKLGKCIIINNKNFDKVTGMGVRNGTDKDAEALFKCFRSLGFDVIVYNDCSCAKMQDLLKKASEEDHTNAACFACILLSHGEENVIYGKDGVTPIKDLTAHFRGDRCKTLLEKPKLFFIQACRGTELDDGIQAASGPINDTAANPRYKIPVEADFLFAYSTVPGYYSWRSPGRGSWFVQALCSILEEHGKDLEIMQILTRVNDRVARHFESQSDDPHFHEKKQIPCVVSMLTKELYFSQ
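Assay system – Uncleavable procaspase-7 mutant enzyme · Quantity – 2 µM procaspase-7 mutant as dispensed · Times – 1 h preincubation, 2 h reaction · Dosing – single nominal 8.5 µM compound dose, 0.8% DMSO final · Buffer or medium – Zinc-free 50 mM HEPES buffer, pH 7.4, with NaCl and Triton X-100 · Detection – Epi-absorbance of released pNA at 405 nm, two timepoints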
LAP4-GFP MLPCN = alters LAP4-GFP fluorescence in TOR pathway yeast screen. S. cerevisiae LAP4-GFP multiplex, flow cytometry GFP, 3 h; median GFP as percent of DMSO wells. GFP response vs DMSO, % at 10 µM. hit rate 0.34% among 320,000;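 active = GFP response vs DMSO above a set limit, about the screen mean plus 3 SD, cut at about 150% in these data; inconclusive = under 70 cell events counted for the yeast strain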
RPL19A-GFP yeast = modulators of TOR pathway RPL19A-GFP in S. cerevisiae; S. cerevisiae RPL19A-GFP strain, flow cytometry, 3 h; stronger effect = lower value; percent response vs DMSO, % at 10 µM; hit rate 0.3% among 330,000; AID 2025;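 active = percent response vs DMSO below 50%; inconclusive = fewer than 70 events counted for the yeast strain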;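 note: median channel GFP fluorescence of the barcoded RPL19A-GFP strain; ratio of sample median GFP to plate DMSO average so 100% = DMSO; lower means less RPL19A-GFP as with rapamycin TOR inhibition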
proCasp3 act = activators of human procaspase-3; AID 463141; hit rate 0.11% among 330,000; recombinant procaspase-3 D3A, Ac-DEVD-pNA absorbance 405 nm; P42574; activation, % at 8.5 µM;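 active = activation above the mean of all tested compounds plus 3 SD, cut at about 21% in these data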;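 note: 0% = DMSO alone and 100% = DMSO wells spiked with extra 5 µM PC-3 D3A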
Target sequence (P42574 whole entry D9A/D28A/D175A): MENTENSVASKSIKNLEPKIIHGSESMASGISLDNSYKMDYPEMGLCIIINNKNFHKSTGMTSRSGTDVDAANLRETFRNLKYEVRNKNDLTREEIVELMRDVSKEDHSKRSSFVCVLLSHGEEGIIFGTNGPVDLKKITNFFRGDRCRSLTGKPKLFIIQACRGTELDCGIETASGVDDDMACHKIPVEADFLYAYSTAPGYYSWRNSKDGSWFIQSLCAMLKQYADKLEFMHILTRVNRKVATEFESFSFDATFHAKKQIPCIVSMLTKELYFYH
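Compound: 8.5 µM single point, 0.8% DMSO / Material: Autoprocessing-dead procaspase-3 D3A mutant enzyme / Timing: 1 h preincubation plus 2 h reaction at 25 °C / Medium: Zinc-free HEPES/NaCl buffer with 0.01% Triton X-100 at pH 7.4 / Technique: 405 nm absorbance of p-nitroaniline, reads at 0 and 120 min / Repeats: one well per compound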
Starred values were filed as active, the others as inactive; ? = inconclusive; . = not tested or not shown; [ ] = remark or other dose.

SMILES	AGP1 TOR yeast	AHR activator	MEP2 TOR yeast	CIT2-GFP yeast	proCasp7 act	LAP4-GFP MLPCN	RPL19A-GFP yeast	proCasp3 act
N#Cc1ccc(C(=O)OCC(=O)Nc2cccc(S(=O)(=O)NC3=NCCC3)c2)cc1	101	0	100	96	5	111	95	5
Cc1ccc(-n2nc3ccc(N)cc3n2)cc1Cl	21[may fluoresce violet]	28	104[may fluoresce violet]	?	9	104[may fluoresce violet]	104[may fluoresce violet]	20
O=C1N(C2CCCC2)C[C@@H]2C[C@@H](c3cccn3-c3ccccn3)N3CCC[C@@]123	100	4	102	103	5	95	103	-1
CCN(CCCNC(=O)C1CCC(=O)N1C1CCCC1)c1cccc(C)c1 (configuration not stated)	107	-1	105	106	2	97	105	0
CC(=O)CSc1cc(-c2ccccc2)nc2ncnn12	102	7	96	99	1	108	97	-1
CC(C)(C)OC(=O)N1CCC(c2c(C(=O)NCC3CCN(C4CCCC4)C3)cnn2-c2cccc(Cl)c2)CC1 (configuration not stated)	102	-2	102	105	-1	98	96	5
CC(OC(=O)c1cccs1)C(=O)NCCc1ccccc1 (configuration not stated)	107	0	111	106	4	108	104	10
COc1ccc(C(=O)NCCc2c[nH]c3ccccc23)cc1OC	106	9	99	102	2	103	99	-4
Fc1ccc2c(c1)C(c1cccnc1)=NNC(c1cccs1)=N2	112	18	109	102	-4	103	109	2
CC12CC3CC(C)(C1)CC(NCc1ccncc1)(C3)C2	104	2	99	100	5	106	102	1
Cn1c(CN2CCCC2)nc2cc(NC(=O)COc3ccc(Cl)cc3)ccc21	91	0	87	95	-1	86	92	2
Cc1ccccc1NC1c2ccccc2C(=O)N1Cc1ccco1 (configuration not stated)	93	0	101	92	-4	97	92	-3
CCCS(=O)(=O)c1ccc(COC(=O)c2ccc(NC(C)=O)cc2)cc1	95	4	90	93	0	103	95	3
COc1ccc(Cn2c(C)c(C)c(C#N)c2NC(=O)Nc2cccc(C)c2)cc1	96	7	102	80	-21	98	98	-11
O=C(CNC(=O)c1cccc(OC(F)F)c1)Nc1ccc(Cl)cc1	101	39	92	100	13	98	106	-2
CC(C)(C)NC(=O)C1CCCN(S(=O)(=O)c2cccc3cccnc23)C1 (configuration not stated)	99	3	101	97	6	101	98	2
O=C(O)CCC1OC(=O)C(O)=C1c1ccccc1 (configuration not stated)	100	1	106	102	6	103	97	1
Cc1cc(C(=O)Nc2sc3c(c2C#N)CCC(C(C)(C)C)C3)no1 (configuration not stated)	?	-1	85[may fluoresce violet]	?	3	84[may fluoresce violet]	91[may fluoresce violet]	-3
Cc1cc(NC(=O)C(C)SCC(=O)OCC(=O)N(Cc2ccccc2)C(C)(C)C)no1 (configuration not stated)	97	-3	105	95	6	101	102	-2
COCc1nc2ccccc2n1Cc1c(F)cccc1Cl	91	3	93	94	5	98	99	0
COc1cc(SC)ccc1C(=O)Nc1cccc(C2OCCCO2)c1	85	4	105	95	-10	117	99	1
CCc1ccc(S(=O)(=O)NCCOc2cccc3cccnc23)cc1	88	5	91	.	3	83	108	5
CCOC(=O)Cn1cc(/C=N/N2C(=O)C3C4C=CC(C4)C3C2=O)c2ccccc21 (configuration not stated)	97	-5	98	101	7	96	97	2
S=C(NCc1ccccc1)NCc1ccc(CNC(=S)NCc2ccccc2)cc1	102	5	99	106	1	106	106	7
CCOC(=O)c1ccccc1NC(=O)/C=C/c1cc(OC)c(OC)c(OC)c1	99	7	101	101	6	99	101	2
O=[N+]([O-])c1cc([N+](=O)[O-])c(Oc2ccc(Br)cc2Br)cc1NN1CCCCC1	88	2	97	94	1	127	98	-6
CCCNC(=O)CSc1nccn1Cc1ccco1	97	2	95	100	5	94	95	10
CC1Cc2ccccc2N1Cc1ccc([N+](=O)[O-])cc1 (configuration not stated)	98	4	91	83	-1	105	94	-4
O=C(O)c1ccc(-n2c(-c3ccccc3)n[nH]c2=S)cc1	105	0	101	94	-5	103	101	-2
COCCNC(=O)c1c[nH]c2ccc(S(=O)(=O)N3CCOCC3)cc2c1=O	100	1	103	108	8	95	98	0

An excerpt from above in order of SMILES length, rising:
SMILES	AGP1 TOR yeast	AHR activator	MEP2 TOR yeast	CIT2-GFP yeast	proCasp7 act	LAP4-GFP MLPCN	RPL19A-GFP yeast	proCasp3 act
CCCNC(=O)CSc1nccn1Cc1ccco1	97	2	95	100	5	94	95	10
COCc1nc2ccccc2n1Cc1c(F)cccc1Cl	91	3	93	94	5	98	99	0
O=C(O)CCC1OC(=O)C(O)=C1c1ccccc1 (configuration not stated)	100	1	106	102	6	103	97	1
CC1Cc2ccccc2N1Cc1ccc([N+](=O)[O-])cc1 (configuration not stated)	98	4	91	83	-1	105	94	-4
COc1cc(SC)ccc1C(=O)Nc1cccc(C2OCCCO2)c1	85	4	105	95	-10	117	99	1
CCc1ccc(S(=O)(=O)NCCOc2cccc3cccnc23)cc1	88	5	91	.	3	83	108	5
O=C(O)c1ccc(-n2c(-c3ccccc3)n[nH]c2=S)cc1	105	0	101	94	-5	103	101	-2
Cc1cc(C(=O)Nc2sc3c(c2C#N)CCC(C(C)(C)C)C3)no1 (configuration not stated)	?	-1	85[may fluoresce violet]	?	3	84[may fluoresce violet]	91[may fluoresce violet]	-3
CC(C)(C)NC(=O)C1CCCN(S(=O)(=O)c2cccc3cccnc23)C1 (configuration not stated)	99	3	101	97	6	101	98	2
COCCNC(=O)c1c[nH]c2ccc(S(=O)(=O)N3CCOCC3)cc2c1=O	100	1	103	108	8	95	98	0
Cc1cc(NC(=O)C(C)SCC(=O)OCC(=O)N(Cc2ccccc2)C(C)(C)C)no1 (configuration not stated)	97	-3	105	95	6	101	102	-2
O=[N+]([O-])c1cc([N+](=O)[O-])c(Oc2ccc(Br)cc2Br)cc1NN1CCCCC1	88	2	97	94	1	127	98	-6

More results:
SMILES	AGP1 TOR yeast	AHR activator	MEP2 TOR yeast	CIT2-GFP yeast	proCasp7 act	LAP4-GFP MLPCN	RPL19A-GFP yeast	proCasp3 act
COc1ccc(Cl)cc1N(C(=O)Nc1cccc(Cl)c1)C1=NCC(C)S1 (configuration not stated)	104	4	108	100	-9	108	100	0
CCN1CCN(C(=O)C(C)Nc2ccc(OC)cc2OC)CC1 (configuration not stated)	99	-2	102	99	-36	105	97	-2
CCOc1ccc(-c2nc(N)ncc2-c2ccccc2)c(O)c1	90	9	104	88	-3	97	94	1
O=C(CCNC(=O)c1ccc(Br)cc1)NCC1COc2ccccc2O1 (configuration not stated)	101	4	92	89	-6	107	96	-4
Cc1ccc(C)c(OCC(=O)N2CCOCC2)c1	104	8	108	103	7	100	102	-4
C=C(C)Cn1c(CCCNC(=O)CCC)nc2ccccc21	102	1	94	94	2	103	98	1
CCOC(=O)c1c(C)[nH]c(C)c1C(=O)COC(=O)c1cccc(S(=O)(=O)NC)c1	99	7	102	83	-3	96	95	-1
COC(=O)NCC(c1ccc2c(c1)OCO2)N1CCN(c2ccc(OC)cc2)CC1 (configuration not stated)	105	0	98	101	2	103	100	0
CN(Cc1cccnc1)C(=O)Cc1ccc(NS(=O)(=O)c2cccc(C(F)(F)F)c2)cc1	94	3	106	112	-2	90	106	0
CCCCOC(=O)c1ccc(NC(=O)CSC2=Nc3ccccc3C3CC=NN23)cc1 (configuration not stated)	105	14	96	103	-5	96	100	-82
Oc1c(Cl)cc(Cl)cc1/C=N/NC(=S)NC1CC2C=CC1C2 (configuration not stated)	95	27	88	83	40*	102	95	43*
CC(C)Nc1ccc(Cl)cc1[N+](=O)[O-]	112	-1	97	98	3	118	101	3
CC(=O)NC(Cc1ccccc1)C(=O)N1CCN(C(=S)NCC(C)C)CC1 (configuration not stated)	91	2	93	94	5	89	94	2
CS(=O)(=O)N(CCc1ccccc1)CC(=O)NCc1ccc2c(c1)OCO2	87	-2	91	88	11	87	85	12
CN1CC(c2ccccc2)C2(COc3ccccc3C2=O)C12C(=O)Nc1ccccc12 (configuration not stated)	103	-2	93	97	12	108	101	-1
CC(OC(=O)/C=C/c1ccccc1)C(=O)N1CCc2ccccc21 (configuration not stated)	103	3	98	89	-1	110	100	-4
O=C(Cc1cccs1)NNC(=S)NCc1ccc(Cl)cc1	98	1	92	103	-3	96	92	1
CN(C)S(=O)(=O)N1CCN(c2ccc([N+](=O)[O-])cc2)CC1	97	2	106	90	-15	120	96	-8

Outcome played no part in choosing rows, and some 3.5% of all compounds hit somewhere here.
